SR-BI HDL uptake: blocks mouse SR-BI lipid uptake from DiI-HDL; Q61009; ldlA[mSR-BI] CHO cells, DiI-HDL uptake fluorescence, 3 h; inhibition, % at 12.5 µM; 320,000 compounds, 0.96% hits; AID 488896;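 active = mean replicate inhibition of at least 70% and a set share of replicates each scoring 70 or more; inconclusive = meets just one of the two criteria; inactive = fails both criteria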;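 note: 0% = median of neutral control wells and 100% = median of positive control wells; values of inactives mirror those of a sister screen read the other way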
NSD2 inh: blocks human histone methyltransferase NSD2; inhibition, % at 12.5 µM; AID 743445; NSD2 peptide methylation, AlphaScreen, 120 min; O96028; 310,000 compounds, 0.54% hits; in the data active = inhibition above about 50%
DAGLB inhibitor: diacylglycerol lipase beta (human) inhibition; AID 504411; inhibition, % at 5.17 µM; Q8NCG7; 340,000 compounds, 0.059% hits; HEK293T DAGLB membrane lysate, EnzChek fluorogenic substrate; in the data active = inhibition above about 34%;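 note: 0% = enzyme with vehicle and 100% = wells lacking enzyme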
Target sequence (Q8NCG7 whole entry, looked up): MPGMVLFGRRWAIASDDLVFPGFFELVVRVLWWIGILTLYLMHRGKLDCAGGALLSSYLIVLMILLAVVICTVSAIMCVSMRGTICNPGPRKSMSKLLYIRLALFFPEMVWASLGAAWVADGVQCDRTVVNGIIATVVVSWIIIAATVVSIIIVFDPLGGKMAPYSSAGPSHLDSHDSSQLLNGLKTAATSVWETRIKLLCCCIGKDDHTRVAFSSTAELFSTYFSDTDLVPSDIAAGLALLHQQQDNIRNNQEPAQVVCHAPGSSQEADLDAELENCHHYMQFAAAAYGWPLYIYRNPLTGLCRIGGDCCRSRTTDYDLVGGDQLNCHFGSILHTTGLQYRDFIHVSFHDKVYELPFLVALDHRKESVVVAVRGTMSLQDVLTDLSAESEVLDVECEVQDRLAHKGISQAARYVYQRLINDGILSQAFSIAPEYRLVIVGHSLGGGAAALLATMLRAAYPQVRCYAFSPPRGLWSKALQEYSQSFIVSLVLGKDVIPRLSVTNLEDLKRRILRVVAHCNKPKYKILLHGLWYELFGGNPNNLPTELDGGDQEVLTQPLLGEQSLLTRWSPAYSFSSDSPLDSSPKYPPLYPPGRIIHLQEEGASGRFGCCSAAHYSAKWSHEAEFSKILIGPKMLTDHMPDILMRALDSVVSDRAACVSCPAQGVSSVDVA
PKA-R2B activ: activators of human PKA-R2B complex. PKA-R2B holoenzyme dissociation, Cy5-IP20 fluorescence polarization; R2B truncated from residue 108, S112A mutant; 0% DMSO only, 100% 113 µM cGMP. activation, % at 11.4 µM. AID 504700. P22694+P31323. 340,000 compounds, 0.079% hits;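 active = activation above a cutoff set at the mean over all compounds plus 3 SD, cut at about 18% in these data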;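 note: higher means more holoenzyme dissociation and a rise in polarization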
Target sequence (P31323 whole entry, looked up, other chains not shown, the tested form may be a part): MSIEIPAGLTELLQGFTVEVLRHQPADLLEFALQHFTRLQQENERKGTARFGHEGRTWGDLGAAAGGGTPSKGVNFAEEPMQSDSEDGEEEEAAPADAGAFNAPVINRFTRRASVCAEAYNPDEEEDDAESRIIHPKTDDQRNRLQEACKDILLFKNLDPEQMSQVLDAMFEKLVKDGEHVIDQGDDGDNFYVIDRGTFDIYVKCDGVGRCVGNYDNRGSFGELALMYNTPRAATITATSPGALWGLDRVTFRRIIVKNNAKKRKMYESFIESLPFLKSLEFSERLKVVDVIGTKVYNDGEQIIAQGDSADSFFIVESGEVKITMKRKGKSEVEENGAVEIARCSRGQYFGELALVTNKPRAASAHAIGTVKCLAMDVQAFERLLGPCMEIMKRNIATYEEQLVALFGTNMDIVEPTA
RTF Ca sens inh: cardiac RTF calcium desensitization. P19429+P45379. IANBD-labeled cardiac RTF, Ca2+ fluorescence. inhibition, % at 7.15 µM. 340,000 compounds, 0.12% hits. AID 493244;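 active = inhibition above the mean inhibition of all tested compounds plus 3 SD, cut at about 17% in these data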;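 note: assay run at fixed EC70 calcium of 1.6 mM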
SR-BI uptake up: SR-BI HDL lipid transfer activation | CHO ldlA[mSR-BI] cells, DiI-HDL uptake fluorescence, 3 h; 100 = double the neutral-control signal | activation, % at 12.5 µM | 320,000 compounds, 0.096% hits;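 active = mean replicate activation of at least 60% and every replicate at or above 60%; inconclusive = mean or all-replicate condition met, but not both; inactive = mean below 60% and not all replicates reaching 60%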;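 note: 0% = median plate neutral-control signal and 100% = twice that signal; values of inactives mirror those of a sister screen read the other way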
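Test system: SR-BI-overexpressing, LDLR-lacking CHO cells. Measured by: DiI fluorescence, bottom read. Medium: Ham's F12 with 0.5% BSA, HEPES 25 mM, pH 7.4. Timing: 3 h uptake period with compound, 37 °C.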
PvdQ acylase: blocks Pseudomonas aeruginosa PvdQ acylase activity. 340,000 compounds, 0.063% hits. inhibition, % at 10 µM. purified PvdQ acylase, fluorescence plate reader; in the data active = inhibition above about 30%, passing the limit was not always enough; inconclusive = no clear call, values can overlap the other calls;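 note: 0% = vehicle neutral wells and 100% = reference inhibitor wells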
Arrestin-AP2 inh: inhibitors of human beta-arrestin and AP2 interaction; FITC-arrestin peptide / GST-AP2 beads, flow cytometry; AP2 beta2 appendage carries R879A mutation; inhibition, % at 10 µM; AID 504490; 340,000 compounds, 0.31% hits;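 active = inhibition above a set limit, near 3 SD of compounds lacking own fluorescence, cut at about 54% in these data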;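 note: plate controls were DMSO wells for no effect and 5 µM unlabelled arrestin peptide for full effect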
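system = GST-tagged AP2 beta2-adaptin appendage (R879A) on 4 µm glutathione beads | reagent = FITC-labelled arrestin peptide probe, 50 nM final | schedule = compound with beads 12 min RT, then probe 1 h RT | signal = HyperCyt-sampled flow cytometry, FL1 channel, ex 488/em 535 nm | read-out = percent response from loss of bead-bound FITC fluorescence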
Keap1 Nrf2 FP: Keap1-Nrf2 (human) interaction inhibition; Q14145; Keap1 Kelch-Nrf2 peptide fluorescence polarization, 1536-well; inhibition, % at 9.4 µM; 340,000 compounds, 0.15% hits; in the data active = inhibition above about 12%; inconclusive = no clear call, values can overlap the other calls; inactive = below about 7.3%;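 note: human Keap1 Kelch domain with fluorescein labeled Nrf2 9mer peptide probe; 0% = neutral control wells and 100% = peptide positive control; higher means more block of Keap1 binding to Nrf2 peptide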
C-LANA FP: KSHV C-LANA DNA binding inhibition | MBP-C-LANA/FAM-LBS DNA binding, fluorescence polarization | inhibition, % at 9 µM | 340,000 compounds, 0.078% hits | AID 504423;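 active = highest replicate inhibition at or above 60% at 9 µM, even if other replicates fall short; inactive = all replicates below 60% inhibition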;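 note: 0% = neutral control wells and 100% = 4 µM acridine orange control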
* = called active by the depositor; ? = inconclusive; / = not tested or not shown.

SMILES	SR-BI HDL uptake	NSD2 inh	DAGLB inhibitor	PKA-R2B activ	RTF Ca sens inh	SR-BI uptake up	PvdQ acylase	Arrestin-AP2 inh	Keap1 Nrf2 FP	C-LANA FP
CCN(CC)C(=O)COc1c(-c2ccco2)oc2ccccc2c1=O	4.5	1.0	-2.8	-7.3	1.1	-4.5	1.3	24.6	-1.2	0.5
COc1cc(/C=N/NC(=O)CCC(=O)Nc2ccc(F)cc2)ccc1O	/	-3.4	-0.4	2.1	-7.5	/	-12.0	-5.8	-6.8	-0.2
O=c1c(Cl)c(Cl)cnn1Cc1nnc(-c2ccc(Cl)cc2)o1	32.6	4.0	-1.6	-10.0	-4.9	-32.6	-6.1	1.0	-1.3	-2.5
Cc1ccc2nc(NNC(=O)c3ccc(S(=O)(=O)N4CCc5ccccc5C4)cc3)sc2c1	119.3*	/	11.9	-14.1	-3.0	-119.3	5.1	13.2	-2.2	0.3
Cc1ccc(CN2CCN(Cc3cnc(C)s3)CC2CCO)cc1 (configuration not stated)	-21.5	3.3	-0.1	-10.9	7.7	21.5	-3.2	-4.6	-2.3	1.7
CCOCCCNC(=O)c1cc2c(=O)n(CC)c3ccccc3c2s1	51.7	3.5	-2.5	-0.5	2.3	-51.7	7.4	-1.9	0.1	-0.9
CSc1nc(NC(C)=O)nc(C)c1Cl	-10.7	-1.2	-0.8	-1.6	6.1	10.7	-16.2	0.1	-4.4	0.2
COCc1nc2ccccc2n1Cc1cccc(C)c1	8.6	2.4	-0.9	-3.5	1.2	-8.6	1.8	19.4	-2.0	1.4
COc1ccc(CCNC(=O)c2ccc(N(C)S(=O)(=O)c3ccc(C)cc3)cc2)cc1	25.0	2.0	-4.4	-14.3	11.0	-25.0	-1.4	6.3	-2.6	0.6
CCCCc1cc(=O)oc2c3c(cc(OCC(=O)N4CCC[C@H]4C(=O)O)c12)OC(C)(C)CC3	-16.9	/	4.7	-1.0	2.3	16.9	3.5	-5.9	-3.8	1.5

Given with bars between the fields: nine of the compounds above.
Compound | SR-BI HDL uptake | NSD2 inh | DAGLB inhibitor | PKA-R2B activ | RTF Ca sens inh | SR-BI uptake up | PvdQ acylase | Arrestin-AP2 inh | Keap1 Nrf2 FP | C-LANA FP
COc1cc(/C=N/NC(=O)CCC(=O)Nc2ccc(F)cc2)ccc1O | / | -3.4 | -0.4 | 2.1 | -7.5 | / | -12.0 | -5.8 | -6.8 | -0.2
O=c1c(Cl)c(Cl)cnn1Cc1nnc(-c2ccc(Cl)cc2)o1 | 32.6 | 4.0 | -1.6 | -10.0 | -4.9 | -32.6 | -6.1 | 1.0 | -1.3 | -2.5
Cc1ccc2nc(NNC(=O)c3ccc(S(=O)(=O)N4CCc5ccccc5C4)cc3)sc2c1 | 119.3* | / | 11.9 | -14.1 | -3.0 | -119.3 | 5.1 | 13.2 | -2.2 | 0.3
Cc1ccc(CN2CCN(Cc3cnc(C)s3)CC2CCO)cc1 (configuration not stated) | -21.5 | 3.3 | -0.1 | -10.9 | 7.7 | 21.5 | -3.2 | -4.6 | -2.3 | 1.7
CCOCCCNC(=O)c1cc2c(=O)n(CC)c3ccccc3c2s1 | 51.7 | 3.5 | -2.5 | -0.5 | 2.3 | -51.7 | 7.4 | -1.9 | 0.1 | -0.9
CSc1nc(NC(C)=O)nc(C)c1Cl | -10.7 | -1.2 | -0.8 | -1.6 | 6.1 | 10.7 | -16.2 | 0.1 | -4.4 | 0.2
COCc1nc2ccccc2n1Cc1cccc(C)c1 | 8.6 | 2.4 | -0.9 | -3.5 | 1.2 | -8.6 | 1.8 | 19.4 | -2.0 | 1.4
COc1ccc(CCNC(=O)c2ccc(N(C)S(=O)(=O)c3ccc(C)cc3)cc2)cc1 | 25.0 | 2.0 | -4.4 | -14.3 | 11.0 | -25.0 | -1.4 | 6.3 | -2.6 | 0.6
CCCCc1cc(=O)oc2c3c(cc(OCC(=O)N4CCC[C@H]4C(=O)O)c12)OC(C)(C)CC3 | -16.9 | / | 4.7 | -1.0 | 2.3 | 16.9 | 3.5 | -5.9 | -3.8 | 1.5

Next part
SMILES	SR-BI HDL uptake	NSD2 inh	DAGLB inhibitor	PKA-R2B activ	RTF Ca sens inh	SR-BI uptake up	PvdQ acylase	Arrestin-AP2 inh	Keap1 Nrf2 FP	C-LANA FP
COc1cccc(OC)c1OCC(C)CNCC1CCCO1 (configuration not stated)	13.5	0.9	4.4	4.5	-0.1	-13.5	-4.1	10.9	-1.3	-1.2
O=C(NC(=S)Nc1ccc(S(=O)(=O)Nc2ncccn2)cc1)c1cccc(Br)c1	13.9	1.2	4.0	-5.4	-12.6	-13.9	-12.0	-11.1	-4.7	-0.7
COc1cc(C(=O)NCc2ccc(-c3nc4ccccc4s3)cc2)cc(OC)c1OC	0.5	-1.8	-2.5	-2.9	-12.0	-0.5	-9.6	-5.9	-0.7	-1.2
COc1ccc(NC(=O)CC(C)CC(=O)NCc2ccccc2)c(OC)c1 (configuration not stated)	-5.0	-3.9	0.0	7.7	-7.4	5.0	5.2	61.5*	-3.0	7.5
Cn1c(=O)[nH]c(=O)c2c1nc(NN)n2CCOc1ccccc1	-12.2	1.3	4.7	4.7	-4.6	12.2	-11.2	-1.2	-6.9	10.7
O=C(Nc1cc(S(=O)(=O)Nc2ccc(Cl)cc2)ccc1O)c1ccc(S(=O)(=O)N2CCCCCC2)cc1	6.3	/	19.6	-8.4	6.1	-6.3	-1.5	29.9	0.5	0.4
CCN1CCN(CCCNC(=O)CCC(=O)N2CCOc3ccc(Cl)cc32)CC1	-8.2	/	0.0	3.5	-11.1	8.2	-4.5	9.9	-1.2	0.0
Cc1cc(C)c(OCC(=O)Nc2ccccn2)c([N+](=O)[O-])c1	0.5	0.9	-0.9	1.5	-2.7	-0.5	5.3	3.4	-0.5	4.8
COc1cccc2c1C(=O)CC1C2CCC2CC(=O)CCC21C (configuration not stated)	-8.8	0.3	0.7	-3.7	-9.4	8.8	-14.5	-6.3	-2.2	-0.5
O=C(O)c1cc(S(=O)(=O)Nc2ccc3cn[nH]c3c2)ccc1Br	-5.1	48.5	1.7	-5.4	-0.6	5.1	6.4	4.0	-6.3	-0.3
Cc1ccc(-n2ncc(C(=O)N3CCc4ccccc4C3)c2NC(=O)c2ccco2)cc1C	8.9	/	3.0	1.0	-14.8	-8.9	-5.8	8.2	-8.5	1.4
COc1ccc(NC(=O)CN2CCN(CC(=O)Nc3ccc(OC)c(OC)c3)CC2)cc1	?	-1.9	1.6	-12.3	-2.4	-71.9	-10.2	-2.1	3.8	0.6
COC(=O)[C@]1(Cc2ccccc2)N[C@H](CN(C)C(=O)c2ccc(C)cc2)[C@@H]2C(=O)N(C)C(=O)[C@@H]21	-22.3	/	-1.9	6.5	-10.0	22.3	-17.5	-0.9	2.5	0.6
COc1ccc(CNC(=O)c2nnn(Cc3ccc(OC)cc3)c2N)cc1	-3.1	/	-1.9	-3.6	4.6	3.1	-18.6	-4.6	-5.2	2.7
NC(=O)C1CCN(c2nc(-c3cc4ccccc4o3)cs2)CC1	-3.2	/	1.7	-4.2	-14.7	3.2	-11.1	-1.5	1.4	-0.3
O=C(CSc1ccc2nnc(-c3ccc(Cl)cc3)n2n1)N1CCCC1	-10.8	/	0.0	-10.8	-9.0	10.8	2.5	6.2	-1.9	2.7
Cn1nc(-c2ccc(Cl)cc2)c2cc(C(=O)N3CCN(C(=O)c4ccco4)CC3)sc21	-6.5	/	-1.0	0.9	-0.8	6.5	1.4	1.1	2.8	-1.6
O=C(CNC(=O)c1cccc(F)c1)N/N=C/c1ccc([N+](=O)[O-])s1	10.8	/	1.6	-7.5	-2.4	-10.8	1.4	18.2	4.8	-0.4
CCOc1ccc(C(CC(=O)O)NC(=O)c2sc3ccccc3c2Cl)cc1 (configuration not stated)	-19.0	-0.2	1.3	-1.9	8.5	19.0	-2.1	104.2*	-1.7	6.4
Cc1cccc(N2C(=O)C3C4C=CC(C4)C3C2=O)c1 (configuration not stated)	-14.4	-2.1	0.1	1.9	-3.8	14.4	-19.6	-14.1	-4.5	0.4
CC(Oc1ccc2ccc(=O)oc2c1)C(=O)NC(Cc1c[nH]c2ccc(O)cc12)C(=O)O (configuration not stated)	-18.5	/	-4.5	-5.2	-3.2	18.5	-10.8	4.9	-7.1	5.9
CCCN1C2CCCC1CC(NC(=O)C1CCCCC1)C2 (configuration not stated)	22.9	1.4	0.5	-5.6	-15.9	-22.9	-12.0	4.3	-0.8	-0.3
CC(C)Sc1nnc(CNC(=O)C23CC4CC(CC(C4)C2)C3)n1Cc1ccccc1	-24.0	8.9	3.3	-6.4	-5.7	24.0	-11.2	-18.4	2.3	-0.4
CSc1ccccc1NC(=O)c1ccccc1N(C)S(C)(=O)=O	-4.9	-0.9	1.4	-2.8	-9.7	4.9	-14.8	-4.6	-2.8	-1.8
CNc1nnc(-c2ccc(OC)cc2)s1	-15.4	-2.6	-2.2	-7.7	-5.0	15.4	-2.3	-9.2	1.8	0.6
CC(C)c1nnc(NC(=O)C2CCCO2)s1 (configuration not stated)	-10.9	-0.3	-0.4	1.2	-4.8	10.9	-3.8	-6.7	-7.5	1.1
Cc1ccc(-c2nc3cccnc3o2)cc1NC(=O)COc1ccc(C(C)(C)C)cc1	49.3	-1.4	-5.0	2.4	-5.1	-49.3	-12.5	5.1	-8.6	2.6
COc1cccc2cc(C(C)OC(=O)Nc3ccc(C)cc3)oc12 (configuration not stated)	17.7	-0.3	-5.6	-12.1	-2.0	-17.7	-1.4	7.8	0.0	0.1
CCOC(=O)C1C(=O)NC(SCC(N)=O)=C(C#N)C1c1ccccc1OCC (configuration not stated)	-37.4	1.7	0.1	1.7	-71.2	37.4	-6.3	2.6	-35.9	-15.8
COCCCNC(=S)NCCCNc1nc2cc(C)cc(C)c2cc1C#N	39.9	0.0	1.1	4.7	-5.8	-39.9	-11.5	-9.7	1.0	-1.5
Cc1ccc(-c2cccc(C3CC=CC4C3C(=O)N(Cc3ccccc3)C4c3ccc4ccccc4c3)c2)cc1 (configuration not stated)	2.8	/	-10.8	-0.5	3.9	-2.8	8.4	1.4	-5.9	1.5
COc1ccccc1-c1cc(C(=O)Nc2c(F)cc(F)cc2Br)no1	57.0	0.4	-9.2	-10.1	-3.3	-57.0	6.8	15.3	-2.3	14.6
COc1ccc(N(C(=O)Cn2nnc3ccccc32)C(C(=O)NC(C)(C)C)c2ccc(OC)c(O)c2)cc1 (configuration not stated)	-13.4	0.4	2.0	-10.2	2.6	13.4	16.7	1.0	-2.1	0.0
Cc1cc(C(=O)NC2CCCc3c2cnn3-c2ccc(C(C)(C)C)cc2)n[nH]1 (configuration not stated)	15.8	2.3	0.2	-15.1	0.1	-15.8	-0.5	50.1	0.2	0.1

From PubChem BioAssay
